High-throughput results as filed in PubChem.
697 NFkB inh: lowers PMA/ionomycin-induced NF-kB signal in 697 B cells. 330,000 compounds, 0.33% hits. inhibition, % at 4 µM. 697 B-cell NF-kB luciferase reporter, 16 h; in the data active = inhibition above about 35%
Apaf1 inhib: blocks human Apaf-1 apoptosome activity; O14727; reconstituted apoptosome caspase-3 activity, DEVD-Rh110 fluorescence; inhibition, % at 20 µM; 330,000 compounds, 0.71% hits; AID 489030; active = inhibition of at least 40% at 20 µM;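 note: plate controls were DMSO wells for no effect and DEVD-CHO caspase inhibitor wells for full effect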
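Material: reconstituted apoptosome with Apaf-1, cytochrome c, caspase-9, procaspase-3, dATP. Technique: Rh110 fluorescence intensity. Buffer or medium: pH 7.5 Hepes buffer with CHAPS, BSA, DTT. Times: 30 min plus 50 min, RT.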
UBC13 inh: blocks human UBC13 polyubiquitin chain formation; P61088; TR-FRET; inhibition, % at 20 µM; 330,000 compounds, 0.47% hits; in the data active = inhibition above about 45%, passing the limit was not always enough
Target sequence (P61088 whole entry, looked up): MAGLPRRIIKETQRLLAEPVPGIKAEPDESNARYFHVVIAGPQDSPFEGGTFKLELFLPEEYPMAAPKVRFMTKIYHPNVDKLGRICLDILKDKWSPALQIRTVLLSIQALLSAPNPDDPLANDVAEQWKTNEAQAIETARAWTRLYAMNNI
Gli-Sufu block: Gli-Sufu pathway antagonism. Sufu-KO-LIGHT fibroblasts, Gli luciferase reporter luminescence. inhibition, % at 5 µM. 340,000 compounds, 0.74% hits. AID 588413;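 active = inhibition above about 55%, limit read from the data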;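 note: 0% = DMSO-treated cells and 100% = wells with medium but no cells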
SENP8 block: inhibitors of human SENP8 protease. purified SENP8, Z-RLRGG-aminoluciferin cleavage, luminescence. inhibition, % at 10 µM. 330,000 compounds, 1.2% hits. Q96LD8
Target sequence (Q96LD8 whole entry, looked up): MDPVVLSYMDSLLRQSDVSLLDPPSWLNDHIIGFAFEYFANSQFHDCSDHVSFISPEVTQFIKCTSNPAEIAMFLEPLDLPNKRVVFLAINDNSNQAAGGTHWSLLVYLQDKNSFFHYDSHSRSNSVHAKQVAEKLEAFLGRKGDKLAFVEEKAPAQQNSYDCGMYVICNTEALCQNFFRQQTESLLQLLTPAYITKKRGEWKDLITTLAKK
Jurkat NFkB inh: lowers PMA/ionomycin-induced NF-kB signal in Jurkat cells. AID 435003. 330,000 compounds, 0.53% hits. inhibition, % at 4 µM. PMA/ionomycin-induced NF-kB luciferase reporter, luminescence
SENP7 inh: blocks the human protease SENP7; Q9BQF6; recombinant SENP7, Z-RLRGG-aminoluciferin luminescence, 40 min; inhibition, % at 5 µM; 330,000 compounds, 1.5% hits;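 active = inhibition above about 50% at the single test dose, limit read from the data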;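 note: plate controls were DMSO with enzyme for no effect and no enzyme buffer wells for full effect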
Target sequence (Q9BQF6 706-1050 limits assumed): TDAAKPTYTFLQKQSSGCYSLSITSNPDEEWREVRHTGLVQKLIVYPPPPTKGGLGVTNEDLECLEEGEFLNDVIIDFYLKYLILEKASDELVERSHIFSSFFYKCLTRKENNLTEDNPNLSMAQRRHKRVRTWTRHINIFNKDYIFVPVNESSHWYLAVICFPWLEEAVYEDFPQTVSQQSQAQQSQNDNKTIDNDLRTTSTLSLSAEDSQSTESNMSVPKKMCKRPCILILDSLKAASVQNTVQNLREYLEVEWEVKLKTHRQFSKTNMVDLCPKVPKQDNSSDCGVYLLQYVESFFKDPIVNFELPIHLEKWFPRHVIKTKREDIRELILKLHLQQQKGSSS
HKDC1 inhibitor: HKDC1 (human) hexokinase inhibition; recombinant HKDC1, G6PDH/diaphorase resazurin coupled fluorescence; inhibition, % at 20 µM; 340,000 compounds, 0.16% hits;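 active = inhibition above about 35% when tested at 20 µM, limit read from the data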;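 note: plate controls were DMSO wells with enzyme for no effect and DMSO wells lacking enzyme for full effect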
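System: Recombinant HKDC1 hexokinase | Amount: HKDC1 at 5 µg/mL | Reagent: Glucose with 1 mM ATP | Doses: Single 20 µM dose | Incubation: Reaction time 90 min, room temperature, protected from light | Signal: Coupled resazurin fluorescence, excitation 525 nm, emission 613 nm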
* = called active by the depositor. Cut-off read from the data, not from the text of the source, unless noted: active = inhibition above about 50%; inactive = the rest.

Results for Cc1ccc(NC(=O)NC(=O)CSc2n[nH]c(N)n2)c(C)c1 ?
697 NFkB inh: 16; Apaf1 inhib: -1; UBC13 inh: -2; Gli-Sufu block: -4; SENP8 block: -9; Jurkat NFkB inh: 11; SENP7 inh: 1; HKDC1 inhibitor: 2

What do the screens show for `Fc1ccc(C2CCCN2Cc2nc(Cc3ccccc3)no2)cc1` (centres undefined)?
697 NFkB inh: -6; Apaf1 inhib: -14; UBC13 inh: 3; Gli-Sufu block: 5; SENP8 block: 2; Jurkat NFkB inh: -5; SENP7 inh: 6; HKDC1 inhibitor: -7

What do the screens show for `CCCCC(CC)C(=O)Nc1ccc(Nc2ccccc2)cc1` (centres undefined)?
697 NFkB inh: -15; Apaf1 inhib: 10; UBC13 inh: 6; Gli-Sufu block: 4; SENP8 block: -4; Jurkat NFkB inh: 0; SENP7 inh: -6; HKDC1 inhibitor: -2

What do the screens show for `N#CC1=C(N)Oc2cc(O)ccc2C1c1cccs1` (centres undefined)?
697 NFkB inh: 8; Apaf1 inhib: 0; UBC13 inh: 0; Gli-Sufu block: 4; SENP8 block: -9; Jurkat NFkB inh: 10; SENP7 inh: -2; HKDC1 inhibitor: 3

How did CCCCOc1cccc(C(=O)NNC(=S)NC2CCCCC2)c1 do in these assays?
697 NFkB inh: -13; Apaf1 inhib: 28; UBC13 inh: -26; Gli-Sufu block: -1; SENP8 block: -11; Jurkat NFkB inh: -17; SENP7 inh: -4; HKDC1 inhibitor: -18

Results for CCc1ccc(NC(=O)CCC(=O)Nc2nnc(C(F)(F)F)s2)cc1 ?
697 NFkB inh: -17; Apaf1 inhib: -13; UBC13 inh: 1; Gli-Sufu block: -12; SENP8 block: 1; Jurkat NFkB inh: -18; SENP7 inh: -1; HKDC1 inhibitor: 2

Results for O=C(CSc1nnc(NC(=O)c2c(F)cccc2F)s1)NC1CCCCC1 ?
697 NFkB inh: -1; Apaf1 inhib: 4; UBC13 inh: -3; Gli-Sufu block: 1; SENP8 block: 5; Jurkat NFkB inh: 8; SENP7 inh: -2; HKDC1 inhibitor: -2

Results for Cc1nc(NCCO)c2nnn(Cc3ccccc3F)c2n1 ?
697 NFkB inh: 4; Apaf1 inhib: -4; UBC13 inh: 3; Gli-Sufu block: 1; SENP8 block: -7; Jurkat NFkB inh: -1; SENP7 inh: 0; HKDC1 inhibitor: 1

Results for Cc1cc(C)cc(NC(=O)COC(=O)[C@@H](NC(=O)c2ccco2)C(C)C)c1 ?
697 NFkB inh: 12; Apaf1 inhib: 9; UBC13 inh: 3; Gli-Sufu block: -11; SENP8 block: -2; Jurkat NFkB inh: 7; SENP7 inh: 4; HKDC1 inhibitor: -3

What do the screens show for `Cc1ccccc1NS(=O)(=O)c1ccc(C(=O)NCC(C)(C)N2CCOCC2)cc1`?
697 NFkB inh: -14; Apaf1 inhib: -1; UBC13 inh: 4; Gli-Sufu block: 24; SENP8 block: 10; Jurkat NFkB inh: 21; SENP7 inh: -2; HKDC1 inhibitor: -2

Results for CCc1ccc(Nc2oc(C)cc(=O)c2C(C)=O)cc1 ?
697 NFkB inh: 8; Apaf1 inhib: -5; UBC13 inh: -4; Gli-Sufu block: -21; SENP8 block: -4; Jurkat NFkB inh: 0; SENP7 inh: -1; HKDC1 inhibitor: -3

What do the screens show for `CCOc1ccc(C2NC(=O)C(C#N)=C(S)N2c2ccc(C)cc2)cc1OC` (centres undefined)?
697 NFkB inh: 0; Apaf1 inhib: 13; UBC13 inh: -12; Gli-Sufu block: 7; SENP8 block: -13; Jurkat NFkB inh: -16; SENP7 inh: 3; HKDC1 inhibitor: 15

What do the screens show for `CCN1CCN(C(CNS(=O)(=O)c2ccc(Cl)cc2)c2cccnc2)CC1` (centres undefined)?
697 NFkB inh: -7; Apaf1 inhib: 5; UBC13 inh: 2; Gli-Sufu block: 10; SENP8 block: 13; Jurkat NFkB inh: -12; SENP7 inh: -12; HKDC1 inhibitor: -3

Results for O=C(COC(=O)CCSc1ccccc1Cl)NCc1ccco1 ?
697 NFkB inh: 8; Apaf1 inhib: 5; UBC13 inh: 2; Gli-Sufu block: -14; SENP8 block: -3; Jurkat NFkB inh: 17; SENP7 inh: 5; HKDC1 inhibitor: -6

How did COc1ccc(C(=O)N2CCCC(Nc3ccc(F)cc3)C2)cc1F (centres undefined) do in these assays?
697 NFkB inh: -9; Apaf1 inhib: 6; UBC13 inh: -5; Gli-Sufu block: 3; SENP8 block: -9; Jurkat NFkB inh: -26; SENP7 inh: 9; HKDC1 inhibitor: 0

Reprinted from the part before: four compounds, then new ones.
What do the screens show for `CCOc1ccc(C2NC(=O)C(C#N)=C(S)N2c2ccc(C)cc2)cc1OC` (centres undefined)?
697 NFkB inh: 0; Apaf1 inhib: 13; UBC13 inh: -12; Gli-Sufu block: 7; SENP8 block: -13; Jurkat NFkB inh: -16; SENP7 inh: 3; HKDC1 inhibitor: 15

What do the screens show for `CCN1CCN(C(CNS(=O)(=O)c2ccc(Cl)cc2)c2cccnc2)CC1` (centres undefined)?
697 NFkB inh: -7; Apaf1 inhib: 5; UBC13 inh: 2; Gli-Sufu block: 10; SENP8 block: 13; Jurkat NFkB inh: -12; SENP7 inh: -12; HKDC1 inhibitor: -3

Results for O=C(COC(=O)CCSc1ccccc1Cl)NCc1ccco1 ?
697 NFkB inh: 8; Apaf1 inhib: 5; UBC13 inh: 2; Gli-Sufu block: -14; SENP8 block: -3; Jurkat NFkB inh: 17; SENP7 inh: 5; HKDC1 inhibitor: -6

How did COc1ccc(C(=O)N2CCCC(Nc3ccc(F)cc3)C2)cc1F (centres undefined) do in these assays?
697 NFkB inh: -9; Apaf1 inhib: 6; UBC13 inh: -5; Gli-Sufu block: 3; SENP8 block: -9; Jurkat NFkB inh: -26; SENP7 inh: 9; HKDC1 inhibitor: 0

What do the screens show for `CCOC(=O)N1CCN(C(=O)C2CCCCC2)CC1`?
697 NFkB inh: 10; Apaf1 inhib: -11; UBC13 inh: 4; Gli-Sufu block: -7; SENP8 block: 5; Jurkat NFkB inh: 1; SENP7 inh: 9; HKDC1 inhibitor: -7

What do the screens show for `COc1ccc(N2CCN(C(=O)c3ccc(NS(=O)(=O)c4ccccc4)cc3)CC2)cc1`?
697 NFkB inh: 7; Apaf1 inhib: 6; UBC13 inh: 0; Gli-Sufu block: -6; SENP8 block: 0; Jurkat NFkB inh: -3; SENP7 inh: 7; HKDC1 inhibitor: -2

Results for Cc1ccc(C(=O)c2cnc3cc4c(cc3c2S(=O)(=O)c2ccccc2)OCCO4)cc1 ?
697 NFkB inh: -108; Apaf1 inhib: 1; UBC13 inh: 39; Gli-Sufu block: -17; SENP8 block: -8; Jurkat NFkB inh: -33; SENP7 inh: -9; HKDC1 inhibitor: 3

What do the screens show for `CN(C)CCCNC(=O)C1CCNCC1`?
697 NFkB inh: 12; Apaf1 inhib: 14; UBC13 inh: 11; Gli-Sufu block: 1; SENP8 block: -1; Jurkat NFkB inh: -8; SENP7 inh: -3; HKDC1 inhibitor: -3

Results for Cc1ccc(S(=O)(=O)NNC(=O)/C=C/c2cccc(F)c2)cc1 ?
697 NFkB inh: 6; Apaf1 inhib: 10; UBC13 inh: -3; Gli-Sufu block: -11; SENP8 block: 6; Jurkat NFkB inh: -11; SENP7 inh: -1; HKDC1 inhibitor: 0

What do the screens show for `Cc1ccc(S(=O)(=O)NNC2=NCCCCC2)cc1`?
697 NFkB inh: 17; Apaf1 inhib: -3; UBC13 inh: 6; Gli-Sufu block: 3; SENP8 block: -3; Jurkat NFkB inh: -2; SENP7 inh: -1; HKDC1 inhibitor: -6

What do the screens show for `CCOc1cc2c3c(c1)C1(Nc4ccccc4S1)C(=O)N3C(C)(C)CC2C` (centres undefined)?
697 NFkB inh: 2; Apaf1 inhib: 15; UBC13 inh: 10; Gli-Sufu block: 9; SENP8 block: 0; Jurkat NFkB inh: 12; SENP7 inh: 5; HKDC1 inhibitor: -2

Results for O=C(Cc1ccc2c(c1)CCCC2)Nc1ccccc1Cl ?
697 NFkB inh: -5; Apaf1 inhib: 3; UBC13 inh: 4; Gli-Sufu block: -9; SENP8 block: 15; Jurkat NFkB inh: -14; SENP7 inh: 0; HKDC1 inhibitor: 10

What do the screens show for `NC(=O)c1cc(Br)cc2c3c([nH]c12)CCCC3`?
697 NFkB inh: -27; Apaf1 inhib: 15; UBC13 inh: 3; Gli-Sufu block: 17; SENP8 block: -9; Jurkat NFkB inh: 4; SENP7 inh: -6; HKDC1 inhibitor: 3

How did O=C(C[C@@H]1C/C=C/CC[C@H](Cc2ccc(F)cc2)C(=O)OCCNC1=O)N[C@H](CO)Cc1ccccc1 do in these assays?
697 NFkB inh: -23; Apaf1 inhib: -7; UBC13 inh: -13; Gli-Sufu block: -2; SENP8 block: -4; Jurkat NFkB inh: 16; SENP7 inh: -4; HKDC1 inhibitor: -7

What do the screens show for `CCCCc1c(O)nc(SCC(=O)N2CCOCC2)n(-c2ccccc2OC)c1=O`?
697 NFkB inh: 14; Apaf1 inhib: 8; UBC13 inh: 1; Gli-Sufu block: -17; SENP8 block: -1; Jurkat NFkB inh: -16; SENP7 inh: -8; HKDC1 inhibitor: 4

Results for CCCn1c(N)c(C(=O)CSc2nnc3n2CCCCC3)c(=O)n(C)c1=O ?
697 NFkB inh: 13; Apaf1 inhib: -4; UBC13 inh: 3; Gli-Sufu block: -4; SENP8 block: 3; Jurkat NFkB inh: -4; SENP7 inh: -7; HKDC1 inhibitor: -6

What do the screens show for `Cc1nnc(NC(=O)CSc2nnc(CNC(=O)c3ccccc3)n2-c2ccccc2)s1`?
697 NFkB inh: 1; Apaf1 inhib: 11; UBC13 inh: -1; Gli-Sufu block: -3; SENP8 block: -12; Jurkat NFkB inh: -6; SENP7 inh: -11; HKDC1 inhibitor: -9

Results for Cn1ncc(Cl)c1C(=O)Nc1cccnc1 ?
697 NFkB inh: 10; Apaf1 inhib: 6; UBC13 inh: -4; Gli-Sufu block: 1; SENP8 block: -10; Jurkat NFkB inh: -16; SENP7 inh: -11; HKDC1 inhibitor: -6

How did COc1cc(/C=C/C(=O)c2ccc3c(c2)OCO3)cc(OC)c1OC do in these assays?
697 NFkB inh: 2; Apaf1 inhib: 17; UBC13 inh: 1; Gli-Sufu block: 7; SENP8 block: -13; Jurkat NFkB inh: 2; SENP7 inh: -7; HKDC1 inhibitor: 5

What do the screens show for `Fc1cccc2ncnc(OCc3ccccc3)c12`?
697 NFkB inh: 12; Apaf1 inhib: 2; UBC13 inh: 8; Gli-Sufu block: -2; SENP8 block: 2; Jurkat NFkB inh: 0; SENP7 inh: 6; HKDC1 inhibitor: -2

Results for COC(=O)c1sccc1NC(=O)CSc1nnnn1-c1ccccc1F ?
697 NFkB inh: 29; Apaf1 inhib: -4; UBC13 inh: 6; Gli-Sufu block: 1; SENP8 block: -6; Jurkat NFkB inh: 9; SENP7 inh: -2; HKDC1 inhibitor: -8

How did O=C(CSc1nnc(-c2ccccc2Cl)o1)Nc1ccc2c(c1)OCCO2 do in these assays?
697 NFkB inh: -6; Apaf1 inhib: 10; UBC13 inh: 6; Gli-Sufu block: -22; SENP8 block: -6; Jurkat NFkB inh: -71; SENP7 inh: -3; HKDC1 inhibitor: -6
